S1P4 antagonist: blocks the human S1P4 receptor; O95977; S1P4-expressing cells, antagonist mode, reporter read-out; inhibition, % at 4.98 µM; 0.26% of 220,000 active; in the data active = inhibition above about 29%;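 also: 0% = wells stimulated with agonist and 100% = vehicle wells without agonist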
Target sequence (O95977 whole entry, looked up): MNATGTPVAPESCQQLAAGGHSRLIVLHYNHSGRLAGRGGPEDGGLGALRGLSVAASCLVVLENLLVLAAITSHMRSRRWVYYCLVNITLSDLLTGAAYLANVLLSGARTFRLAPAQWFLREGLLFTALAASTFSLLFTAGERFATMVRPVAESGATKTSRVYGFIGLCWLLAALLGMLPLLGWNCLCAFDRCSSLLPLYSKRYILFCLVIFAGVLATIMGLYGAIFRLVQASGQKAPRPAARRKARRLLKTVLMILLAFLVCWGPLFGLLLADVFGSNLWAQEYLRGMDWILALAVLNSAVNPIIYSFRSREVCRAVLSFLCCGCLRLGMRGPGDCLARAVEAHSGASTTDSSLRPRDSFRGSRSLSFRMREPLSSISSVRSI
CHOP inh: blocks CHOP induction under ER stress. 3.8% of 220,000 active. CHO-K1 CHOP-promoter luciferase, tunicamycin-induced, 15-18 h. inhibition, % at 10 µM. AID 2732;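 active = compounds that reduced the stress-induced luciferase reporter signal by more than about 70% of percent inhibition, limit read from the data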;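 also: 0% = tunicamycin plus vehicle and 100% = wells without tunicamycin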
TRPN1 ag: activates the zebrafish TRPN1 channel; HEK293 zebrafish TRPN1-YFP, Fluo-8 calcium fluorescence; 100% = response to 87 µM carbachol; activation, % at 3 µM; 0.18% of 220,000 active;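 active = activation above its plate's cutoff, the mean activation of test wells on that plate plus 3 SD, cut at about 19% in these data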;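 also: 0% = DMSO alone and 100% = 87 µM carbachol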
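Material: zebrafish TRPN1-YFP in HEK293 cells. Doses: one dose of 3 µM, 0.3% DMSO. Incubation: dye 1 h 37 °C plus 30 min RT. Measured by: intracellular calcium fluorescence with Fluo-8.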
NPY-Y1 PAM-ag: potentiates or activates human NPY-Y1 receptor; NPY-Y1 expressing cells, potentiator/agonist activation; 0.37% of 220,000 active; activation, % at 3.6 µM; AID 1304; in the data active = activation above about 33%, passing the limit was not always enough;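 also: cells stimulated with NPY at EC10 then isoproterenol at EC100; 0% = low agonist plus stimulus and 100% = saturating agonist plus stimulus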
NPY Y1 blocker: antagonists of human neuropeptide Y receptor Y1 | P25929 | HEK293-CNG Y1 cells, membrane potential fluorescence; NPY at EC95, then isoproterenol | inhibition, % at 3.6 µM | 1% of 200,000 active;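 active = inhibition above the campaign mean inhibition of all tested compounds plus 3 SD, cut at about 20% in these data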;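 also: 0% = DMSO wells given NPY plus isoproterenol and 100% = isoproterenol alone without NPY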
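Material: HEK293 cells co-expressing NPY Y1 receptor and cyclic-nucleotide gated channel. Timing: compound incubation 1 h at room temperature, readout 45 min post-stimulation. Signal: fluorescence, membrane potential probe.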
TRPML3 agonist: agonists of human TRPML3 channel | Q8TDD5 | HEK293 TRPML3-YFP, Fluo-8 calcium fluorescence; 100% = the carbachol control signal | activation, % at 3 µM | 0.29% of 220,000 active | AID 1448;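 active = activation above its plate's cutoff, the mean activation of the plate's test wells plus 3 SD, cut at about 12% in these data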;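 also: 0% = DMSO only wells and 100% = carbachol wells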
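Test system – HEK293 line with stable expression of human TRPML3-YFP channel · Control set – carbachol 87 µM final as high control (100%), DMSO as low control (0%) · Signal – Fluo-8 calcium dye fluorescence, ex 470-495, em 515-575 nm · Incubation – 1-h 37 °C dye load, 5-s basal, 120-s post-compound reads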
EP2 mod: modulates human prostaglandin E2 receptor EP2 signaling. P43116. EP2-expressing cells, cAMP HTRF FRET, PGE2 co-stimulation. induction, % at 25 µM. 0.83% of 260,000 active;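 active = compounds whose cAMP rise, as percent of the full-agonist control response, exceeds 60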;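 also: rat C6 glioma line stably carrying human EP2 under a CMV promoter; the protocol text gives 20 µM as final concentration; 100% = response of wells given 1 µM PGE2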
Target sequence (P43116 whole entry, looked up): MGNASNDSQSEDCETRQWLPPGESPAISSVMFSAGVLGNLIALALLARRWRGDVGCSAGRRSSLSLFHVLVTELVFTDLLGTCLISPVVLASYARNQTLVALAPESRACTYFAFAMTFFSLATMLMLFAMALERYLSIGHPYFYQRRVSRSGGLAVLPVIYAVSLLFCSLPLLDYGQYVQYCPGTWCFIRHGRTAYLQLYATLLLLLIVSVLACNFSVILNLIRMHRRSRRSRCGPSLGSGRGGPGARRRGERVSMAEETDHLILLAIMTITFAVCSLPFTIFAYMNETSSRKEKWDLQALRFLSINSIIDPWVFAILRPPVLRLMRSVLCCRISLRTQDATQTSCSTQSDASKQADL
NPY-Y2 PAM-ag: human NPY-Y2 potentiation or agonism, primary screen. P49146. cells expressing NPY-Y2, potentiator/agonist read-out. activation, % at 3.6 µM. 0.45% of 220,000 active. AID 1359; in the data active = activation above about 27%;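 also: cells stimulated with NPY near EC25 plus isoproterenol at EC100; 0% = vehicle plus submaximal agonist and 100% = vehicle plus saturating agonist; some results beyond the cut were filed as inactive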
S1P4 agonist: human S1P4 receptor agonism | S1P4-expressing cell line, agonist reporter assay | activation, % at 4.98 µM | AID 1509 | 0.35% of 220,000 active | O95977; in the data active = activation above about 11%;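 also: 0% = DMSO vehicle and 100% = reference agonist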
An asterisk follows results filed as active; / = not tested or not shown; & = joins results of further samples.

Structure	S1P4 antagonist	CHOP inh	TRPN1 ag	NPY-Y1 PAM-ag	NPY Y1 blocker	TRPML3 agonist	EP2 mod	NPY-Y2 PAM-ag	S1P4 agonist
O=C(c1ccccc1Oc1ccccc1)N1CCN(c2ccc(F)cc2)CC1	-2	47	-1.0	-5	12	-0.4	51	9	3.5
N#CCCn1cnc2ccccc21	-47	12	-0.8	-2	1	0.7	21	6	-1.1
CCN=C1SC(C(=O)Nc2ccc(OC)cc2)CC(=O)N1CC (stereo not drawn)	-17	30	0.7	6	1	0.6	15	20	-0.7
COc1ccc(NC(=O)c2ccccc2-c2ccc(C(F)(F)F)cc2)cc1S(=O)(=O)N1CCOCC1	12	-1	0.7	-26	5	-0.1	12	3	3.4
CC(NC(=O)C1CCC(CNc2c(N3CCOCC3)c(=O)c2=O)CC1)c1ccccc1 (stereo not drawn)	-11	-12	0.3	-3	-3	0.2	-7	-11	0.6
Cc1cc(C)c2ccc3c(C)c(C)n(C)c3c2n1	12	-19	-0.7	10	-1	1.5	35	-3	2.6
COc1c(O)cnn(-c2ccccc2)c1=O	9	15	1.1	2	/	1.0	2	-5	-0.4
Cc1cc2ccccn2c1C(=O)c1ccncc1	9	24	-1.5	14	-3	-0.2	11	-2	-0.3
O=C(NCc1ccc(Cl)cc1)c1ccc(Br)o1	-16	15	-1.2	5	2	0.2	-15	0	0.4
Cc1cc(S(=O)(=O)NC2CCCCC2)ccc1OCC(=O)NCC1CCCO1 (stereo not drawn)	-1	19	2.6	-19	-5	0.9	-24	-9	-0.2
COc1ccc(CNC(=O)Cn2nc(C(F)(F)F)cc2C)cc1	-11	0	-1.6	8	0	-0.5	12	13	1.7
O=C(NCc1ccc2c(c1)OCO2)c1ccc(CN2CCc3ccccc3C2)cc1	13	-18	2.6	-14	7	0.9	-127&-40	-18	-2.3
O=c1[nH]nc(CNc2cccc(C(F)(F)F)c2)c2ccccc12	-27	35	0.5	-6	4	-0.4	9	-14	0.6
CC1CN(C(=O)c2cc([N+](=O)[O-])cc([N+](=O)[O-])c2)CC(C)O1 (stereo not drawn)	-1	19	1.2	5	-3	1.1	35	-3	2.4
CCOc1ccc(NC(=O)Nc2ccc(N(C)C(C)=O)cc2)cc1	-2	6	2.0	-2	-2	1.2	4	1	-0.8
CN(C)S(=O)(=O)c1ccc(NC(=O)N2CCOCC2)cc1	-13	-3	0.8	10	-1	1.2	15	-1	3.4
COc1ccccc1NC(=O)CCc1c(C)[nH]c(=O)c(C#N)c1C	7	38	0.8	-1	2	0.4	14	-3	0.6
O=C(Nc1ccccc1-c1ccccc1)C1CCCN(c2ncccn2)C1 (stereo not drawn)	-5	5	0.2	-10	0	0.6	29	5	0.6
Cc1ccc(Nc2nc(Cl)c(C=O)s2)cc1Cl	-6	96*	2.4	13	-4	0.9	9	16	0.1
Cc1cc(C(F)(F)F)nn1Cc1ccc(C(=O)NCc2ccco2)o1	-10	9	0.0	-23	0	0.8	11	-2	-1.1
COc1ccc(CN(C(=O)c2cnccn2)C(C(=O)NC(C)(C)C)c2cc(OC)c(OC)c(OC)c2)cc1 (stereo not drawn)	2	19	1.3	6	-2	0.2	21	14	-2.1
O=C(OCc1cncs1)c1cccs1	14	-11	-1.9	-1	4	0.1	-2	-7	-2.1
NS(=O)(=O)c1ccc(CCNC(=O)c2ccco2)cc1	-24	-26	0.4	-2	0	0.9	-24	2	0.7
O=C(Cn1nnc(-c2ccccc2F)n1)Nc1ccc2c(c1)OCO2	-12	0	1.0	-35	2	0.5	54&-31	-9	-0.7
COc1ccc(Cn2c(C)c(C)c(C#N)c2NC(=O)Nc2cccc(Cl)c2)cc1	-4	81*	1.6	13	-3	0.2	4	10	1.1
COc1ccc(C(=O)n2nc(-c3ccc(C)cc3)nc2N)cc1OC	1	68	1.7	1	-1	0.6	19&-4	-3	-1.8
Cc1ccc(S(=O)(=O)NC(=O)c2cc(C)n(C3CC3)c2C)cc1	-9	-7	0.9	-5	8	1.4	22	5	0.1
Nc1ccc2nc(-c3ccccn3)[nH]c2c1	0	-1	-0.6	4	1	0.7	-36	6	-0.5
C[n+]1ccccc1C1CCCC/C1=N\Nc1ccc([N+](=O)[O-])cc1[N+](=O)[O-] (stereo not drawn)	-2	8	0.7	14	1	0.0	21	6	1.2
CC(C)CSc1nnc2c(n1)[nH]c1ccccc12	-5	22	-0.2	1	8	1.1	18	-20	2.6
COc1ccc(N2CCN(Cc3cc(=O)oc4ccc5ccccc5c34)CC2)cc1	-14	10	1.0	-47	4	0.1	18	-11	-0.8
O=C(NC1CCCCC1NC(=O)c1ccco1)c1ccco1 (stereo not drawn)	-6	-1	-0.1	-6	0	0.6	18	1	0.8
CC1CCN(Cc2cc(=O)oc3cc4c(cc23)CCCC4)CC1	-1	52	0.1	-48	/	0.4	60	-5	0.9
O=c1cc[nH]c2ccc(Cl)cc12	15	-15	0.0	6	3	-0.5	0	5	0.7
O=C(CN1CCCCC1)N1c2ccccc2Sc2ccc(C(F)(F)F)cc21	-11	14	-1.7	-29	7	-0.7	66*	-6	-1.3
O=S(=O)(c1ccc(Br)cc1Cl)N1CCN(CCO)CC1	1	14	1.2	-9	-1	0.9	3	-2	0.3
CC1CCCC(C)N1CC(O)COCC1COc2ccccc2O1 (stereo not drawn)	-17	-9	-2.0	-3	-4	0.8	1	12	3.3
COc1ccc(CCNC(=O)Cn2cc(C(F)(F)F)cc(Cl)c2=O)cc1OC	-3	-4	1.0	0	0	-0.1	-6	12	-1.4
Cc1ccccc1Nc1nc(N)nc(COC(=O)C(NC(=O)c2ccco2)C(C)C)n1 (stereo not drawn)	-14	18	0.5	16	-9	-0.1	4	-2	0.3
CCOc1ccc(-c2nnn(CC(=O)NCc3ccc(F)cc3)n2)cc1OCC	-25	81*	0.4	-20	1	1.4	0	8	1.1
O=C(COc1ccc(S(=O)(=O)NC2CCCCC2)cc1Cl)N1CCN(c2ccccc2)CC1	-1	70	-1.1	41*	-5	0.8	6	15	-3.1
O=C(CCN1C(=O)/C(=C/C=C/c2ccccc2)SC1=S)Nc1ccccn1	-10	85*	0.2	0	-1	1.1	11	4	2.2
COc1ccc([N+](=O)[O-])cc1NC(=O)CSc1ncccn1	12	0	0.7	8	-3	0.4	-36	5	0.5
COc1ccc(C(O)Cn2cc([N+](=O)[O-])nc2C)cc1 (stereo not drawn)	-11	-6	1.5	11	/	0.5	-3	18	-0.2
OC(c1ccc(Cl)cc1)c1nnc(-c2ccccc2)o1 (stereo not drawn)	-24	10	-0.5	-2	-3	1.4	6	-16	1.1
Cc1cc(C)c(C)c(Oc2ncnc(N)c2[N+](=O)[O-])c1	4	23	-2.4	10	2	-1.3	32	6	0.4
COc1ccccc1CN(C(=O)c1ccco1)C(C(=O)NC1CCCC1)c1ccncc1 (stereo not drawn)	-2	7	1.5	-4	10	-0.8	16&-11	10	-0.9
Cc1nccc(-c2cccc(N/N=C(\C#N)C(=O)c3ccccc3)c2)n1	-14	49	9.9	-4	/	4.8	-46	-28	0.0
Cc1ccc(-c2nc3sc4c(N)ncnc4c3c3c2CCCC3)cc1	3	8	-0.8	-24	-3	0.4	20	-13	2.0
COc1ccccc1CNc1ccc2nnc(CCNC(=O)c3ccc(C)cc3)n2n1	0	8	-2.4	-2	0	-0.4	16	-1	-0.2

Limited to S1P4 antagonist, for two of the compounds above:
Compound,S1P4 antagonist
O=S(=O)(c1ccc(Br)cc1Cl)N1CCN(CCO)CC1,1
Cc1ccccc1Nc1nc(N)nc(COC(=O)C(NC(=O)c2ccco2)C(C)C)n1 (stereo not drawn),-14

Continued.
Structure	S1P4 antagonist	CHOP inh	TRPN1 ag	NPY-Y1 PAM-ag	NPY Y1 blocker	TRPML3 agonist	EP2 mod	NPY-Y2 PAM-ag	S1P4 agonist
O=C1CC(NNC(=O)c2ccc(Br)cc2)C(=O)N1 (stereo not drawn)	-4	5	-0.3	1	/	0.1	-22	-2	1.6
O=C(O)c1cc(N/N=C/C(Cl)=C/c2ccccc2)ccc1Cl	-2	51	-0.9	5	1	2.0	-42	4	1.2
N#CC1(c2ccc(NC(=O)c3ccccc3F)cc2)CCCC1	0	13	2.4	37	-3	-0.6	14	13	-4.1
Cc1ccsc1C(=O)N1CCCC(CCC(=O)N2CCN(c3ccccn3)CC2)C1 (stereo not drawn)	9	32	3.4	2	1	1.6	-47	2	-1.7
CS(=O)(=O)N(CCc1ccccc1)CC(=O)N1CCN(Cc2ccccc2)CC1	-11	-3	3.8	-4	-2	1.4	15	-17	1.9
COc1cccc(-c2nc(-c3ccc4c(c3)-c3ccccc3S4(=O)=O)c(-c3ccccc3)[nH]2)c1OC	-9	14	0.0	-10	4	0.4	-2	5	0.7
COc1ccccc1NC(=O)Oc1cccc(OC(=O)c2ccccc2)c1	4	5	-1.7	-3	/	-0.6	2	-6	-1.8
CN1C/C(=C/c2ccsc2)C(=O)/C(=C/c2ccsc2)C1	12	17	-0.7	-2	9	0.4	-10	9	-1.6
O=C(CCCCCNc1nc(=S)[nH]c2ccccc12)NCCc1ccc(Cl)cc1	3	83*	-0.4	-2	3	0.2	-52	1	1.5
O=C(CCN1CCc2ccccc2C1)Nc1ccc2c(c1)OCO2	-6	22	1.3	-34	4	0.1	12	-7	1.8
Cc1ccc2c(c1)C1CN(C)CCC1N2C(=O)c1ccccc1NS(=O)(=O)c1cccc(C(F)(F)F)c1 (stereo not drawn)	-14	10	1.9	-9	1	0.5	3	1	-2.4
Cc1nc2nc(CSc3nnc(C)s3)cc(=O)n2[nH]1	-5	11	0.1	24	4	1.1	18	5	0.4
Cc1nc2ncnn2c(Nc2ccc3c(c2)OCCO3)c1C	8	/	1.6	1	0	-0.1	/	0	0.5
N#Cc1cc(-c2ccccc2)nc(NN)n1	1	-7	0.3	-9	/	1.3	3	-3	-0.1
Cn1ncc([N+](=O)[O-])c1C(=O)Nc1ccc(-c2nc3ccccc3[nH]2)cc1	-13	42	7.3	10	-4	1.1	-27	-13	-1.0
CSc1nc(N(C)NC(=O)c2ccc(F)cc2)c2ccccc2n1	-12	27	0.1	-35	7	0.7	1	-30	0.5

Grouped by structure, those above with bromine (3)
Structure	S1P4 antagonist	CHOP inh	TRPN1 ag	NPY-Y1 PAM-ag	NPY Y1 blocker	TRPML3 agonist	EP2 mod	NPY-Y2 PAM-ag	S1P4 agonist
O=C(NCc1ccc(Cl)cc1)c1ccc(Br)o1	-16	15	-1.2	5	2	0.2	-15	0	0.4
O=S(=O)(c1ccc(Br)cc1Cl)N1CCN(CCO)CC1	1	14	1.2	-9	-1	0.9	3	-2	0.3
O=C1CC(NNC(=O)c2ccc(Br)cc2)C(=O)N1 (stereo not drawn)	-4	5	-0.3	1	/	0.1	-22	-2	1.6

Random draw from the library; 6.5% or so of the library scored in one or more.
